ssDAF12 agonist: activators of S. stercoralis DAF-12 nuclear receptor; HEK293 ssDAF-12/GRIP1 lit1-tk-luc reporter, luminescence; % of 3 µM dafachronic acid response; activation, % at 6.8 µM; hit rate 1% among 370,000; AID 652126;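 active means activation above the mean over all tested compounds plus 3 SD, cut at about 0.9% in these data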;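 further: 0% = DMSO-only wells and 100% = 3 µM delta7-dafachronic acid wells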
DAX1 inh-1: blocks DAX1 repression of SF-1 activated StAR promoter | hit rate 1.1% among 370,000 | HEK293T StAR-luciferase reporter, SF-1/DAX-1 repression relief | AID 652010 | inhibition, % at 6.8 µM;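 active means inhibition above the mean over all tested compounds plus 3 SD, cut at about 3.6% in these data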;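 further: 0% = DAX-1 cells with DMSO and 100% = cells lacking DAX-1 with DMSO; higher inhibition means more luminescence from relief of DAX-1 repression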
FXN GAA850 act: increases GAA850 frataxin promoter reporter activity | hit rate 0.56% among 360,000 | activation, % at 6 µM | HEK293 lucGAA850 FXN promoter luciferase reporter, 24 h; percent of 10 µM SAHA response | AID 540364;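 active means activation above the average of all compounds screened plus 3 SD, cutoff fixed separately per campaign, cut at about 7.5% in these data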;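 further: 0% = DMSO wells and 100% = 10 µM SAHA wells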
HGIII-sPLA2 inh: Inhibits HGIII-sPLA2 liposome hydrolysis, primary screen; inhibition, % at 12.2 µM; Q9NZ20; QFRET BODIPY PC-A2 liposome hydrolysis, fluorescence; AID 743126; hit rate 0.56% among 370,000;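 active means inhibition above mean plus 3 SD of compounds lying within the high and low control bounds, cut at about 19% in these data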;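 further: 0% = median of test compound wells and 100% = no enzyme DMSO wells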
Target sequence (Q9NZ20 whole entry, looked up): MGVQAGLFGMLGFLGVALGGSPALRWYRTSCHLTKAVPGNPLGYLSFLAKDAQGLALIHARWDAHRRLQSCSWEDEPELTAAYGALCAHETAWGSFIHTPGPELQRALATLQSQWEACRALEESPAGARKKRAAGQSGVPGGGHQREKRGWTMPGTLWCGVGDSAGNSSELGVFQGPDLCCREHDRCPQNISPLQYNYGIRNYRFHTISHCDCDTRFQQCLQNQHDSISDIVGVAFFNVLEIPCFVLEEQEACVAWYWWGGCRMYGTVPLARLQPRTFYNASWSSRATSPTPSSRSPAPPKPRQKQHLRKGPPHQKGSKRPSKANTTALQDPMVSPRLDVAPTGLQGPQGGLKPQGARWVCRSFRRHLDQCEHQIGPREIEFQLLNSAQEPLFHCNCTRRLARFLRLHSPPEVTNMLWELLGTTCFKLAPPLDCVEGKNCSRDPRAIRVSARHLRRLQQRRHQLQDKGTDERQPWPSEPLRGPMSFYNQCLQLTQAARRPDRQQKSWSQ
KLK7 zymogen act: activators of human kallikrein-7 zymogen; P49862; purified proKLK7, EDANS-DABCYL substrate fluorescence; 100% is mature enzyme control, 0% vehicle; activation, % at 7 µM; hit rate 0.9% among 370,000;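 active means activation above the mean of all tested compounds plus 3 SD, computed per campaign excluding outliers beyond control limits, cut at about 13% in these data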
Target sequence (P49862 whole entry, looked up): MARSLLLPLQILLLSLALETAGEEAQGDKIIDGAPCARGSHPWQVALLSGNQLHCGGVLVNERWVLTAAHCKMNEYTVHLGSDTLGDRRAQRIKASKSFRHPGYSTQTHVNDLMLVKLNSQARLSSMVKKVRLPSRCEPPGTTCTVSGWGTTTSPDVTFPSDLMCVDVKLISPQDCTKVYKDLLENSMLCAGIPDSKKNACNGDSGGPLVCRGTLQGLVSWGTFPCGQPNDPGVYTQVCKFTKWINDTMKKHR
hcDAF-12 act: activates DAF-12 receptor from parasite H. contortus | HEK293 hcDAF-12 lit1-tk-luc reporter, luminescence; 0% DMSO, 100% Δ7-dafachronic acid | activation, % at 6.8 µM | hit rate 1.4% among 370,000;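 active means activation above the mean of all tested compounds plus 3 SD, cut at about 5.5% in these data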;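 further: 100% = response to 3 µM Δ7-dafachronic acid high control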
NPR1 activator: GC-A (human) enzyme activation. HEK293 GC-A cells, cGMP TR-FRET, EC30 ANP; 0% at EC30 ANP, 100% saturating ANP. activation, % at 10 µM. hit rate 0.14% among 370,000. AID 1671463; in the data active means activation above about 40%
hgDAF-12 ag: activates the H. glycines DAF-12 receptor ligand-binding domain. activation, % at 6.8 µM. AID 687014. HEK293 GAL4-hgDAF12 UAS-luciferase reporter, agonist luminescence; normalized to butyrate control. hit rate 1.8% among 370,000;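 active means activation above a cutoff set at the mean of all screened compounds plus 3 SD, cut at about 10% in these data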;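 further: 0% = DMSO wells and 100% = sodium butyrate wells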
NPR2 activator: GC-B (human) receptor activation; AID 1920062; activation, % at 10 µM; HEK293-GC-B cells, CNP EC30, cGMP TR-FRET; 0% at EC30 CNP, 100% saturating CNP; hit rate 0.11% among 370,000; P20594;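 active means activation at 10 µM reaching about 35% in either raw or pattern-adjusted values, limit read from the data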
SMARCA2 activ: activators of SMARCA2 function | hit rate 1% among 370,000 | activation, % at 9.1 µM | MG213 cells, MMTV-luciferase reporter, dexamethasone, overnight; in the data active means activation above about 7.8%;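 further: 0% = vehicle wells and 100% = reference activator wells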
DAX1 inh-2: inhibitors of human orphan nuclear receptor DAX1 (NR0B1) | P51843 | HEK293 Gal4-DAX1 luciferase reporter, luminescence | inhibition, % at 6.75 µM | hit rate 0.99% among 340,000 | AID 504766;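 active means inhibition above the mean over all tested compounds plus 3 SD, cut at about 4.2% in these data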;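 further: 0% = DAX1-transfected cells with DMSO and 100% = empty-vector control cells with DMSO; inhibition shows as a rise in luminescence from relieved DAX1 repression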
Target sequence (P51843 207-470 limits assumed): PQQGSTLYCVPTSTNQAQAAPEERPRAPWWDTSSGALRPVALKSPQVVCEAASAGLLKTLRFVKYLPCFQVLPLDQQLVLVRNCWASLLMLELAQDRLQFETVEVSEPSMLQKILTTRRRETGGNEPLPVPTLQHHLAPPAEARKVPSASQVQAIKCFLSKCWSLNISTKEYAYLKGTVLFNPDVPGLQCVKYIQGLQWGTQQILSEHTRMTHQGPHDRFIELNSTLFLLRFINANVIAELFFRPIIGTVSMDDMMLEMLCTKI
Active calls of the source: *; nt = not tested or not shown. Random draw from the library; any-hit rate near 6.7%.

Second line of a record: ssDAF12 agonist	DAX1 inh-1	FXN GAA850 act	HGIII-sPLA2 inh	KLK7 zymogen act	hcDAF-12 act	NPR1 activator	hgDAF-12 ag	NPR2 activator	SMARCA2 activ	DAX1 inh-2
Cn1nc(C(F)(F)F)c(-c2ccccc2)c1NC(=O)c1cccnc1
  -1.1	0.3	0.4	-2.4	-0.2	-2.3	4.1	1.7	0.4	-0.6	1.2
Cn1c(=O)c2c(nc(CN3CCc4ccccc4C3)n2Cc2ccc(F)cc2)n(C)c1=O
  -1.0	0.1	-1.9	-5.9	-0.5	-1.8	-2.1	-0.8	-2.7	-1.7	-1.4
CC1(CN2CCCC2)CCC(NC(=O)C(c2ccccc2)c2ccccc2)C(C)(C)O1 (stereo not given)
  -0.8	1.1	-7.0	-14.4	-0.4	-1.0	-10.4	3.9	-2.5	1.3	2.2
CCOC(=O)N1CCN(C(=O)c2cc(OC)c(OC)c(OC)c2)CC1
  -1.2	0.5	1.8	3.0	0.1	-0.5	-0.1	-0.3	2.2	-2.0	0.2
O=c1c2nnn(-c3ccc(Cl)cc3)c2ncn1Cc1ccccn1
  -0.8	0.0	1.9	1.5	-0.8	-2.3	-1.2	-2.0	0.3	1.9	-1.2
COc1ccccc1C(=O)Nc1ccc2[nH]ncc2c1
  -1.6	-0.2	1.8	0.8	0.4	-0.2	-3.3	1.1	-1.4	0.7	2.3
CC1=CC(C)(C)N(C(=O)CSc2nnc(N)s2)c2c(C)cc(C)cc21
  -1.3	0.8	1.0	-2.9	0.1	-2.2	-2.3	-1.0	-0.4	-2.9	0.8
Cc1cc(C)c[n+](C[n+]2cc(C)cc(C)c2)c1
  -1.1	0.3	1.1	-3.0	0.1	-0.7	-0.7	-1.5	0.3	-0.9	1.9
Cc1ccc(C(=O)O)cc1NC(=S)NCCc1ccccc1
  -1.0	0.8	1.5	4.4	0.0	0.1	3.4	-2.1	-3.4	0.1	-0.4
CC1CCN(S(=O)(=O)c2cc(C(=O)N3CCN(c4ncccn4)CC3)ccc2Br)CC1
  -1.4	0.8	0.0	9.6	-0.1	-1.8	3.0	-0.1	4.9	-6.2	-0.3

Second line of a record: ssDAF12 agonist	DAX1 inh-1	FXN GAA850 act	HGIII-sPLA2 inh	KLK7 zymogen act	hcDAF-12 act	NPR1 activator	hgDAF-12 ag	NPR2 activator	SMARCA2 activ	DAX1 inh-2
Cn1c(=O)c2c(nc(NN=C3CCCC3)n2C)n(C)c1=O
  -0.1	-0.2	1.9	0.8	-0.4	-1.0	-5.2	-0.2	-4.7	-3.2	2.2
CNS(=O)(=O)c1cc(NC(=O)CCNC(=O)c2ccco2)ccc1C
  -1.1	-0.2	-0.2	-2.2	-0.2	-0.9	-3.8	-0.6	0.9	-0.9	0.0
O=C(Nc1ccccc1N1CCN(C(=O)c2ccc(Cl)cc2)CC1)c1cc(Br)ccc1Cl
  -1.1	-0.6	0.5	0.3	0.7	-0.2	-4.5	-1.8	-3.3	6.6	-0.5
COc1cccc(Cn2c(NCC(C)C)nc3c2c(=O)n(C)c(=O)n3C)c1
  -2.0	-0.4	1.9	-2.0	-0.1	-1.6	21.4	-1.5	13.0	1.1	-1.3
O=[N+]([O-])c1ccc(COc2ccc(CN3CCCC3)cc2)cc1
  0.4	4.8*	2.0	-0.7	0.6	1.9	4.8	14.7*	-1.5	0.8	0.4
CCOC(=O)C1C(=O)C=C(/C=C/c2ccc(N(C)C)cc2)CC1c1ccccc1 (stereo not given)
  -1.2	-0.4	0.2	-1.5	-0.5	0.3	16.6	-1.2	3.7	-0.3	-0.1
CC1CCCC(C)N1C(=O)CSc1nnc(CSc2ncccn2)n1C (stereo not given)
  -0.9	-0.2	-0.3	-1.6	-0.3	1.9	4.2	-0.9	-0.7	-0.3	0.3
CCOC(=O)C1CCN(C(=O)C(CC)c2ccccc2)CC1 (stereo not given)
  -1.4	-0.1	1.8	4.7	-0.4	-1.3	-0.7	-3.1	-4.1	-2.4	-1.5
CCCCn1c(SCC(=O)Nc2cc(C)on2)nc2c1c(=O)n(C)c(=O)n2C
  -1.8	-0.2	-0.6	5.9	-0.4	-1.2	-0.6	-1.6	3.3	1.5	0.5
CCOc1ccc(C(=O)NCc2ccncc2)cc1
  -1.0	-1.0	-0.2	-1.6	0.2	-1.3	-2.2	-1.1	7.8	0.6	0.1

Second line of a record: ssDAF12 agonist	DAX1 inh-1	FXN GAA850 act	HGIII-sPLA2 inh	KLK7 zymogen act	hcDAF-12 act	NPR1 activator	hgDAF-12 ag	NPR2 activator	SMARCA2 activ	DAX1 inh-2
CSc1nc(-c2ccc(Cl)cc2)c(C#N)c(=O)n1C
  -2.1	-1.1	1.5	-7.4	-0.5	-1.1	2.1	1.0	1.5	-0.1	-0.6
O=[N+]([O-])c1cc(Br)c(OCc2nnc(-c3ccccc3)o2)c(Br)c1
  -0.2	-0.7	-1.1	-4.6	0.0	-0.4	-4.5	-1.5	-9.4	0.3	-0.1
CCOC(=O)CCCCCC(=O)Nc1ccc2c(c1)C(=O)N([C@@H](C)CO)C[C@@H](C)[C@H](CN(C)C(=O)c1ccncc1)OCCCC[C@H](C)O2
  -0.9	0.2	0.6	-1.7	0.2	-1.1	3.8	-1.1	3.9	-4.2	0.3
Cc1ccc2c(c1)sc1nncn12
  -0.4	-0.2	1.9	12.3	0.1	1.4	2.8	3.4	0.0	-1.8	2.5
CC(=O)Nc1ccccc1-c1ccccc1[N+](=O)[O-]
  -1.3	-0.8	-1.5	1.2	-0.2	0.2	2.1	4.8	1.6	-0.8	-0.3
CC(=O)c1cc(C(=O)NC2CCCc3c2cnn3-c2cc(C)cc(C)c2)[nH]n1 (stereo not given)
  0.1	0.2	1.8	-10.2	0.4	-0.4	-2.1	3.9	-0.1	1.2	-0.1
COCCN=c1scc(-c2cc(OC)c(OC)c(OC)c2)n1/N=C/c1c(C)[nH]c2ccccc12
  -2.1	-1.3	0.2	7.6	-0.8	-2.8	1.4	-5.6	3.9	-7.1	-2.0
Cn1c(-c2ccccc2)cnc1NCc1ccc(F)cc1
  -1.7	0.5	1.4	8.1	0.1	0.6	-5.4	2.0	-1.8	-1.4	0.2
CCOC(=O)c1cc(NC(=O)CCC(=O)O)ccc1N1CCCCC1
  -0.9	-0.6	0.4	15.8	-0.2	0.0	2.1	-0.5	4.1	-4.9	-1.1
CCOc1ccc(Cn2nnc(C(=O)NCCc3ccc(Cl)cc3)c2N)cc1
  -0.5	-0.8	-0.8	1.9	-0.2	-1.9	-0.7	-0.3	-3.7	0.1	2.0

Second line of a record: ssDAF12 agonist	DAX1 inh-1	FXN GAA850 act	HGIII-sPLA2 inh	KLK7 zymogen act	hcDAF-12 act	NPR1 activator	hgDAF-12 ag	NPR2 activator	SMARCA2 activ	DAX1 inh-2
O=C(CCNC(=O)C1CCN(S(=O)(=O)c2ccccc2)CC1)Nc1ccccc1
  -1.3	1.1	-2.9	1.9	0.2	-2.5	-1.8	-1.6	0.3	-1.9	0.6
CCC(C)N(C(=O)c1csnn1)C(C(=O)NC1CCCC1)c1ccccc1F (stereo not given)
  -0.9	0.5	0.0	2.4	0.6	-0.6	-4.2	-1.7	-6.0	-2.7	0.4
N#Cc1c(-c2ccc(Cl)cc2)c2c([nH]c1=S)CCCC2
  -0.7	0.4	4.3	14.8	0.3	-0.7	2.1	-0.8	-1.2	-3.1	0.6
CC(C)(C)OC(=O)N1CCC(C(=O)Nc2ccc(C(=O)N3CCCCC3)cc2)CC1
  -0.8	0.0	-2.6	5.3	0.5	-1.1	1.0	-0.1	-0.9	-4.0	4.0
NS(=O)(=O)c1cccc(NC(=O)CSc2nnc(-c3ccncc3)n2C2CC2)c1
  -0.8	-0.5	-0.7	-8.7	-2.6	-1.7	1.8	-0.6	3.3	-0.2	0.0
CCCS(=O)(=O)NC(=O)C1(C)CCN(C(=O)Cc2ccc(F)cc2)C1 (stereo not given)
  -1.1	-0.1	2.3	4.1	-0.1	0.1	1.4	1.0	9.7	5.2	nt
Cc1nc(=O)c(-c2ccccc2)c(C)n1-c1cccc(/C=C/C(=O)O)c1
  -0.5	-0.3	1.4	-1.7	0.9	0.2	5.1	2.1	3.7	0.6	-0.3
CN(C(=O)COC(=O)c1ccc(Br)c(S(=O)(=O)N2CCOCC2)c1)C1CCCCC1
  -1.9	-2.5	-2.0	3.5	-0.2	-1.8	1.0	-0.4	0.2	-3.5	-0.6
C[n+]1cn(CC(O)COCc2ccccc2)c2ccccc21 (stereo not given)
  -1.8	1.0	-0.3	5.8	-0.3	-1.7	2.4	2.0	-2.2	0.9	0.5
COc1ccc(Cl)cc1S(=O)(=O)Nc1ccc(Cl)cn1
  -0.7	-0.3	-0.7	-4.0	0.2	2.4	3.3	2.5	2.5	-1.4	-0.3

Second line of a record: ssDAF12 agonist	DAX1 inh-1	FXN GAA850 act	HGIII-sPLA2 inh	KLK7 zymogen act	hcDAF-12 act	NPR1 activator	hgDAF-12 ag	NPR2 activator	SMARCA2 activ	DAX1 inh-2
CCOC(=O)c1c(C)[nH]c(C)c1C(=O)COC(=O)c1ccc(OC)c(OC)c1
  -0.8	0.5	-1.1	1.6	0.0	0.0	-3.3	-4.0	0.4	-4.0	-0.1
O=C(NCc1cccs1)C1CC(c2ccccc2O)=NO1 (stereo not given)
  -1.6	-0.4	0.8	-6.8	-0.1	-0.5	2.3	4.8	-8.7	-1.0	0.4
O=C(O)c1cccc(NC(=S)NC(NC(=O)c2ccco2)C(Cl)(Cl)Cl)c1 (stereo not given)
  -1.1	0.5	0.5	-5.7	-0.4	-2.5	-5.0	-2.9	8.4	-0.6	2.1
N#Cc1ccc(COC(=O)c2cccnc2Cl)cc1
  -1.0	-0.1	0.9	-2.8	-0.5	0.2	-3.9	-0.9	2.4	-2.7	1.4
Cn1c(SCC(=O)N/N=C/c2ccncc2)nc2ccccc21
  -0.9	-0.3	0.7	-6.6	0.1	-1.0	-0.4	0.3	0.7	0.0	-0.4
COc1cccc2c(O)c(-c3ccccc3)c(=O)[nH]c12
  -1.4	-0.6	1.7	-3.1	0.1	1.9	-1.2	4.0	4.9	-3.6	nt

Source: PubChem (several laboratories)
